Screening results deposited in PubChem BioAssay by several laboratories.
NR2E3 ag-1 = activates human NR2E3 receptor | Q9Y5X4 | CHO-S Gal4-NCOR/VP16-NR2E3 two-hybrid, luciferase | inhibition of corepressor binding, % at 3.98 µM | 360,000 tested, 0.35% active | AID 602229;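 active means inhibition above the mean of all tested compounds plus 3 SD, cut at about 70% in these data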;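 further: 0% = DMSO with NR2E3 transfected cells and 100% = cells lacking NR2E3 construct; higher means lower luciferase signal from less NR2E3 corepressor binding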
Target sequence (Q9Y5X4 whole entry, looked up, the tested form may be a part): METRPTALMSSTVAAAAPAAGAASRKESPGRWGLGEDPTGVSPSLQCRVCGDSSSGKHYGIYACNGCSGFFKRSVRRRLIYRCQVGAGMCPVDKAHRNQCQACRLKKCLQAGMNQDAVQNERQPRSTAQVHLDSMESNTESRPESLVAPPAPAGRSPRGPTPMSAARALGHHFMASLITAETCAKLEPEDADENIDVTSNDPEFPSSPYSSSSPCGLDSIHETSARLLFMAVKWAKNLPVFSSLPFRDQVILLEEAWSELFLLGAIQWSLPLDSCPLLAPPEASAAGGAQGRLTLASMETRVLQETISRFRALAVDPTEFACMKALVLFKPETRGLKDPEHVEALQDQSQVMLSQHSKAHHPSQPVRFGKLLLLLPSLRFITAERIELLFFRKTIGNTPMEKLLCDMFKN
MITF TRPM1 inh = reduces MITF-dependent TRPM1 promoter luciferase signal; SK-MEL-5 TRPM1 promoter luciferase, 24 h; inhibition, % at 12.5 µM; 330,000 tested, 0.83% active; AID 488899;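 active means mean inhibition across replicates of 60% or more, whatever share of single replicates reaches that level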; further: values of inactives mirror those of a sister screen read the other way
NR2E3 ag-2 = activates human photoreceptor nuclear receptor NR2E3. AID 2300. Q9Y5X4. GST-NR2E3/biotin-RetCOR TR-FRET, 1536-well. inhibition of corepressor binding, % at 4.78 µM. 320,000 tested, 0.12% active;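 active means percent inhibition above the cutoff of mean plus 3 SD of all tested compounds, set per screening campaign, cut at about 20% in these data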;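 further: 0% = DMSO wells and 100% = biotin wells as full block of FRET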
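System: GST-tagged NR2E3 plus biotinylated RetCOR corepressor; Amount: 1.35 nM GST-tagged NR2E3 final; Dosing: single nominal compound dose of 4.8 µM; Schedule: 5 h incubation at 4 °C; Technique: TR-FRET with europium anti-GST and streptavidin-D2, 340 nm excitation; Controls: biotin wells as high control, 0.6% DMSO wells as low control.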
HIF-2a block = HIF-2a inhibition | 786-0 RCC cells HIF-2a reporter, luciferase luminescence, overnight | inhibition, % at 18.8 µM | 360,000 tested, 0.72% active | AID 624352;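 active means inhibition of the luminescence signal of 40% or more relative to plate controls, in a single-dose primary screen at 18.75 µM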
CF NFkB inh = blocks PAF-induced NF-kB reporter in cystic fibrosis cells. KKLEB NF-kB-GFP reporter, GFP fluorescence overnight. inhibition, % at 5 µM. 360,000 tested, 0.86% active. AID 588850;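 active means at least 50% inhibition at 5 µM, scaled per plate between neutral and stimulator controls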;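 further: PAF is a Pseudomonas aeruginosa culture filtrate used as stimulus; plate controls were PAF-stimulated DMSO wells for no effect and unstimulated DMSO wells for full effect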
C8 TRAIL sens = caspase-8 TRAIL sensitization; NB7+C8 cells + TRAIL, ATPlite viability luminescence; inhibition (viability loss, TRAIL sensitization), % at 10 µM; 360,000 tested, 1% active;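 active means compounds causing at least 50% loss of cell viability in the single-dose screen, relative to plate controls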
Peg3 prom inh = inhibitors of Peg3 promoter; HeLa PEG-Prom luciferase reporter, luminescence, overnight; inhibition, % at 20 µM; 360,000 tested, 1.7% active; AID 588405;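 active means inhibition of at least 50% at 20 µM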
iPSC survival up = hiPSC single-cell survival enhancement; ATPlite luminescence; 100% = ROCK inhibitor wells, 0% = DMSO; survival enhancement, % at 20 µM; 360,000 tested, 0.044% active; AID 602274; in the data active means survival enhancement above about 18%;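 further: cells exposed to compounds for 16 hours before the ATP read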
Shn3 inh set2 = Schnurri-3 reporter inhibition in Clone20 osteoblasts; Clone20 osteoblast Shn3 3'UTR firefly luciferase, 24 h; inhibition, % at 12.5 µM; 360,000 tested, 0.52% active; AID 588674;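 active means mean inhibition of at least 75% with every replicate also reaching 75%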;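 further: 0% = median of neutral control wells and 100% = pilot-screen positive control compound; some compounds past the cut are filed as inactive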
EBV LMP1 NFkB = Epstein-Barr LMP1 NF-kappaB reporter inhibition | LMP1-induced NF-kappaB luciferase reporter cells, luminescence | inhibition, % at 12.5 µM | 350,000 tested, 0.69% active | AID 504558; in the data active means inhibition above about 41%;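 further: 0% = neutral control wells and 100% = reference inhibitor control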
KKLEB tox = CF airway cell cytotoxicity counter-screen | KKLEB CF airway cells viability, ATPlite luminescence, overnight; stronger effect = lower value; cells stimulated with P. aeruginosa culture filtrate | activity change (cytotoxicity), % at 5 µM | 360,000 tested, 0.36% active | AID 602141;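 active means corrected activity change at or below -50% at 5 µM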
* marks the source's active call; other numbers are inactive results; · = no result given; & = joins results of further samples.

item	smiles	NR2E3 ag-1	MITF TRPM1 inh	NR2E3 ag-2	HIF-2a block	CF NFkB inh	C8 TRAIL sens	Peg3 prom inh	iPSC survival up	Shn3 inh set2	EBV LMP1 NFkB	KKLEB tox
1	O=C(N/N=C/c1c(O)n(Cc2ccc(F)cc2)c(=O)[nH]c1=O)c1ccccc1	-82	8	-3	19	1	8	9	-0.7	-17	-4	-12
2	COC(=O)C(O)(c1c(C)[nH]c2ccccc12)C(F)(F)F (stereo unspecified)	7	-3	2	20	-6	-1	6	0.5	-3	5	13
3	CC(C)c1ccc(OCC(=O)N2CCN(C)CC2)c(Br)c1	-2	0	3	-18	-24	32	25	0.8	-29	-21	-2
4	COc1ccc(OCC(=O)N2CCN(Cc3c[nH]c4ccccc34)CC2)cc1	7	1	·	14	-19	-14	7	-2.2	-16	-14	1
5	CC(=O)OC1C2CCCC1C(N1CCCC1)CC2 (stereo unspecified)	-10&-30	-7&9	1&3	3&27	9&-8	-2&3	10&-3	0.3&-2.5	15&-3	-4&-3	-5&1
6	CC1CN(O)C2CCc3nonc3C12O (stereo unspecified)	-16	6	-1	5	-4	-18	5	0.9	-4	7	6
7	CN1C(=O)C(=Cc2ccccc2OCc2ccc(C(=O)O)cc2)C(=O)N(C)C1=O	-20	-8	-3	-10	-11	-6	-3	-0.7	-6	-5	10
8	O=c1[nH]c(=S)[nH]c(O)c1/C=N/N1CCOCC1	19	10	1	21	-3	-16	6	0.0	-3	4	2
9	CCc1ccc(-c2nn(Cc3ccccc3)cc2C=O)cc1	-134	-51	-3	-285	-4	-9	-330	0.3	-71	-25	-14
10	COP(=O)(C#Cc1ccccc1)C(O)c1ccc(Br)cc1 (stereo unspecified)	11	-25	2	12	-16	-2	4	0.0	77	-5	-1
11	CC(=O)/C=C/c1ccccc1	-29	5	·	13	-3	11	19	-0.5	-13	0	-9
12	CN1C(=O)c2ccccc2NC(=O)[C@]12O[C@@H]2c1ccccc1	-6	-6	0	12	17	-5	18	-1.1	-8	5	-15
13	COc1cccc(C(=O)C2CCCN(Cc3ccc4nsnc4c3)C2)c1 (stereo unspecified)	3	-6	-1	16	0	-5	21	0.3	17	-14	-6
14	CCOC(=O)c1ccc(N=C(c2ccccc2)c2c(O)n(C)c(=O)n(C)c2=O)cc1	-44	2	-5	-18	-22	17	-11	-0.4	·	7	14
15	ON1C2CCCCC2N(O)C1c1ccccc1 (stereo unspecified)	-9	-12	4	16	2	-10	6	-0.8	14	2	14
16	COc1cccc(C(=O)C2CCCN(Cc3ccc(F)cc3)C2)c1 (stereo unspecified)	-19	14	1	15	-19	-4	11	0.2	-10	-21	-4
17	CCOC(=O)CNC(=O)N1Cc2ccc(Br)cc2-n2nncc2C1	17	·	·	16	-3	5	11	-1.7	-17	·	13
18	CC1CCC(C)(NS(=O)(=O)OCC(Cl)(Cl)Cl)CC1 (stereo unspecified)	6	12	-4	2	-1	-13	3	-0.8	12	11	-10
19	O=c1[nH]c(=O)n(Cc2ccccc2Cl)c(O)c1C=Nc1ccc(F)cc1	-2	-28	-2	19	9	-4	18	-2.2	-2	-7	-5
20	CC1CCN(CC(=O)c2cccc(C(F)(F)F)c2)CC1	-43	2	3	6	-1	-2	6	0.0	0	1	-3
21	COC(=O)C1=C(c2ccc(Cl)c(C(F)(F)F)c2)C[C@@H]2CC[C@H]1N2C(=O)NC(C)C	-16	-3	4	19	3	8	4	-0.2	-25	1	0
22	COC(=O)C1=C(c2cccc(C#N)c2)C[C@@H]2CC[C@H]1N2C(=O)NCCOc1ccc(OC)cc1	-13	-15	4	9	-10	-11	5	0.1	1	-9	-4
23	CCN1CCN(S(=O)(=O)c2ccc(Cl)nc2)CC1	-17	1	-1	9	1	-3	-5	-1.1	14	-3	-11
24	O=C1CC(N2CC=C(c3ccccc3)CC2)C(=O)N1c1ccc(F)cc1 (stereo unspecified)	-10	-4	1	-1	0	-2	5	-2.4	-2	4	5

More results.
Letter code: A = NR2E3 ag-1; B = MITF TRPM1 inh; C = NR2E3 ag-2; D = HIF-2a block; E = CF NFkB inh; F = C8 TRAIL sens; G = Peg3 prom inh; H = iPSC survival up; I = Shn3 inh set2; J = EBV LMP1 NFkB; K = KKLEB tox
#25 CC(=O)N1CC(=O)Nc2ccc(Cl)cc2C1c1ccccc1 (stereo unspecified)
  A: 2	B: 2	C: -2	D: 21	E: -2	F: 16	G: 16	H: 0.3	I: -30	J: -4	K: 1
#26 CC(C)(C)c1ccc(O)c(N=Cc2c(O)ccc3ccccc23)c1
  A: -38	B: 51	C: 1	D: 12	E: 5	F: 8	G: 18	H: -0.4	I: 13	J: 3	K: -2
#27 COC(=O)C(C)Oc1cc(C)cc2oc(=O)c3c(c12)CCCC3 (stereo unspecified)
  A: -38	B: 0	C: -1	D: -11	E: -16	F: 34	G: 2	H: -2.1	I: 11	J: 10	K: -3
#28 O=P(NS(=O)(=O)c1ccc(Br)cc1)(Oc1ccccc1)Oc1ccccc1
  A: 19	B: 8	C: 4	D: 13	E: -8	F: 5	G: 17	H: 5.7	I: -10	J: 5	K: 4
#29 O=P(Nc1cccc(F)c1)(Oc1ccccc1F)Oc1ccccc1F
  A: -7	B: 7	C: 1	D: 30	E: 3	F: 8	G: 44	H: 0.4	I: 9	J: 1	K: -7
#30 CCOC(=O)c1cc(C)sc1/N=C/C1C(=O)NC(=S)NC1=O
  A: 0	B: 14	C: 2	D: 13	E: -19	F: -2	G: -9	H: -2.7	I: 8	J: 2	K: -10
#31 CC(C)(C)C(=O)N1Cc2cc(N3CCOCC3)ccc2-n2nncc2C1
  A: -8	B: ·	C: ·	D: 13	E: -17	F: 22	G: 6	H: 0.2	I: -7	J: ·	K: 7
#32 BrCC1C[n+]2c(SCc3ccccc3)nc3sc4c(c3c2O1)CCCC4 (stereo unspecified)
  A: -21	B: -35	C: 3	D: -147	E: -13	F: 18	G: -108	H: -0.3	I: -41	J: -10	K: -13
#33 Cc1cc(N2CCN(C)CC2)nc2ccccc12
  A: -10	B: -7	C: 1	D: 0	E: -8	F: 2	G: -12	H: 0.7	I: 5	J: 6	K: 7
#34 CC(C)(C#CC(=O)O)OOC(c1ccccc1)(c1ccccc1)c1ccccc1
  A: 4	B: 9	C: 0	D: 19	E: -15	F: 1	G: 20	H: -0.3	I: 1	J: 4	K: 21

Looked up by compound from above:
Letter code: A = NR2E3 ag-1; B = MITF TRPM1 inh; C = NR2E3 ag-2; D = HIF-2a block; E = CF NFkB inh; F = C8 TRAIL sens; G = Peg3 prom inh; H = iPSC survival up; I = Shn3 inh set2; J = EBV LMP1 NFkB; K = KKLEB tox
#25 CC(=O)N1CC(=O)Nc2ccc(Cl)cc2C1c1ccccc1 (stereo unspecified)
  A: 2	B: 2	C: -2	D: 21	E: -2	F: 16	G: 16	H: 0.3	I: -30	J: -4	K: 1
#27 COC(=O)C(C)Oc1cc(C)cc2oc(=O)c3c(c12)CCCC3 (stereo unspecified)
  A: -38	B: 0	C: -1	D: -11	E: -16	F: 34	G: 2	H: -2.1	I: 11	J: 10	K: -3

Next results follow:
Letter code: A = NR2E3 ag-1; B = MITF TRPM1 inh; C = NR2E3 ag-2; D = HIF-2a block; E = CF NFkB inh; F = C8 TRAIL sens; G = Peg3 prom inh; H = iPSC survival up; I = Shn3 inh set2; J = EBV LMP1 NFkB; K = KKLEB tox
#35 COC(=O)C1=C(c2cc3ccccc3s2)C[C@@H]2CC[C@H]1N2C(=O)N1CCC(O)CC1
  A: 14	B: 8	C: 4	D: 18	E: -4	F: 3	G: 1	H: -1.1	I: -10	J: -5	K: -14
#36 CCN1CCN(C(=O)Cc2c(C)n(C(=O)c3ccc(Cl)cc3)c3ccc(OC)cc23)CC1
  A: 9	B: 18	C: 3	D: 17	E: 19	F: 7	G: 17	H: 0.0	I: 17	J: -4	K: -10
#37 COC(=O)CC1=C(C(=O)OC)C2(C(=O)N(C)c3ccccc32)C(C#N)=C(N)O1 (stereo unspecified)
  A: -21	B: 3	C: 3	D: 11	E: -2	F: -1	G: 27	H: -1.9	I: -20	J: -2	K: -2
#38 Cn1c[n+](C)cc1C(O)c1ccccc1 (stereo unspecified)
  A: 1&-17	B: -3&-4	C: 6&4	D: 5&6	E: -9&4	F: -7&-13	G: 8&23	H: -2.9&-1.0	I: -17&-8	J: -4&2	K: 15&3
#39 CCCC(=O)NC(Oc1ccc(OC)cc1)C(Cl)(Cl)Cl (stereo unspecified)
  A: -5	B: 6	C: -1	D: 17	E: 13	F: -2	G: 5	H: -2.0	I: 13	J: 1	K: -14
#40 CCN1/C(=C\C=C\C2=[N+](CC)c3ccccc3C2(C)C)C(C)(C)c2ccccc21
  A: 104*	B: 102*	C: 7	D: 74*	E: -26	F: 77*	G: 97*	H: -4.3	I: 96*	J: 71*	K: -36

Of the compounds above, these have a carbonyl joined to an NH by a bond outside any ring:
Letter code: A = NR2E3 ag-1; B = MITF TRPM1 inh; C = NR2E3 ag-2; D = HIF-2a block; E = CF NFkB inh; F = C8 TRAIL sens; G = Peg3 prom inh; H = iPSC survival up; I = Shn3 inh set2; J = EBV LMP1 NFkB; K = KKLEB tox
#1 O=C(N/N=C/c1c(O)n(Cc2ccc(F)cc2)c(=O)[nH]c1=O)c1ccccc1
  A: -82	B: 8	C: -3	D: 19	E: 1	F: 8	G: 9	H: -0.7	I: -17	J: -4	K: -12
#17 CCOC(=O)CNC(=O)N1Cc2ccc(Br)cc2-n2nncc2C1
  A: 17	B: ·	C: ·	D: 16	E: -3	F: 5	G: 11	H: -1.7	I: -17	J: ·	K: 13
#21 COC(=O)C1=C(c2ccc(Cl)c(C(F)(F)F)c2)C[C@@H]2CC[C@H]1N2C(=O)NC(C)C
  A: -16	B: -3	C: 4	D: 19	E: 3	F: 8	G: 4	H: -0.2	I: -25	J: 1	K: 0
#22 COC(=O)C1=C(c2cccc(C#N)c2)C[C@@H]2CC[C@H]1N2C(=O)NCCOc1ccc(OC)cc1
  A: -13	B: -15	C: 4	D: 9	E: -10	F: -11	G: 5	H: 0.1	I: 1	J: -9	K: -4
#39 CCCC(=O)NC(Oc1ccc(OC)cc1)C(Cl)(Cl)Cl (stereo unspecified)
  A: -5	B: 6	C: -1	D: 17	E: 13	F: -2	G: 5	H: -2.0	I: 13	J: 1	K: -14

Only part of the results is shown; the hit share may differ from the screen's.
